From PubChem
GSTO1 counter = GSTO1 inhibition, counter-screen for RBBP9 inhibitors. inhibition, % at 5.96 µM. recombinant GSTO1, activity-based probe fluorescence polarization. 300,000 tested, 1.1% active;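 active = inhibition above the campaign mean inhibition plus 3 SD, cut at about 35% in these data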;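 note: 0% = GSTO1-1 with DMSO and 100% = wells lacking GSTO1-1 enzyme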
LYPLA1 inh = counter-screen for PME1 inhibitors: inhibitors of human LYPLA1; AID 2174; inhibition, % at 5.9 µM; 320,000 tested, 0.16% active; recombinant LYPLA1, FP-Rh probe fluorescence polarization;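 active = inhibition above the mean of all tested compounds plus 3 SD, set per campaign, cut at about 14% in these data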;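 note: inhibitors block serine hydrolase probe labeling of LYPLA1 so polarization falls; 0% = enzyme with DMSO and 100% = wells lacking LYPLA1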
Target sequence (O75608 whole entry, looked up): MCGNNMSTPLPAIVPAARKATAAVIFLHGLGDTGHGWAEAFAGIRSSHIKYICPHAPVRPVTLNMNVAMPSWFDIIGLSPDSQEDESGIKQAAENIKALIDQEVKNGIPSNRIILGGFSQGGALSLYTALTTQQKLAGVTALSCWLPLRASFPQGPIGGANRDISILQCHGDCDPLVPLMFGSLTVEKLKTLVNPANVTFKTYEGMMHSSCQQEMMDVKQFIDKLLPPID
PME-1 inh = blocks human protein phosphatase methylesterase 1; Q9Y570; recombinant PME-1, FP-Rh probe fluorescence polarization; inhibition, % at 5.9 µM; 320,000 tested, 0.53% active; AID 2130;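 active = inhibition above the campaign mean of all compounds plus 3 SD, cut at about 26% in these data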;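 note: competitive labeling of PME-1 active site by serine hydrolase directed probe; 0% = PME-1 with DMSO and 100% = wells lacking PME-1 enzyme; inhibitors block probe labeling so polarization falls and inhibition rises; many of its hits are not listed in these tables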
pPAFAH inh = pPAFAH (human) enzyme inhibition. recombinant pPAFAH, FP-rhodamine probe fluorescence polarization. AID 463082. Q13093. inhibition, % at 3.39 µM. 330,000 tested, 1.5% active;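 active = inhibition above the mean inhibition across the screen plus 3 SD, cut at about 25% in these data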;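 note: inhibitors block binding of the rhodamine activity-based probe so polarization drops; 0% = enzyme with DMSO and 100% = wells lacking pPAFAH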
Target sequence (Q13093 whole entry, looked up): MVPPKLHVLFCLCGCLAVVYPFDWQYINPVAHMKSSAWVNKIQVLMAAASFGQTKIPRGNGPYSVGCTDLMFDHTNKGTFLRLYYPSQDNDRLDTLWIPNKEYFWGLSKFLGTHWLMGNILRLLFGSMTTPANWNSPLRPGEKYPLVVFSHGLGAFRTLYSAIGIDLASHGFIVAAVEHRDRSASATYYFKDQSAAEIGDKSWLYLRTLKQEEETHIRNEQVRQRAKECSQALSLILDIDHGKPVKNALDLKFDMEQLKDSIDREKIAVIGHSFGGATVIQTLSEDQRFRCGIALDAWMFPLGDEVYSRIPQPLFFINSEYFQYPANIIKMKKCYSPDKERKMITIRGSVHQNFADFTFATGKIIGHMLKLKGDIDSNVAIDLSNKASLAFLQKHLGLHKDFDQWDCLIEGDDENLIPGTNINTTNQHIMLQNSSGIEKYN
Fam108B inh = Fam108B inhibition, counter-screen for RBBP9 inhibitors | recombinant Fam108B, FP-Rh probe fluorescence polarization | AID 1947 | inhibition, % at 9.51 µM | 300,000 tested, 0.33% active;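 active = inhibition above the screen mean inhibition plus 3 SD, computed separately per campaign, cut at about 18% in these data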;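 note: inhibitors lower polarization as less probe binds the enzyme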
PAFAH1B3 FP inh = PAFAH1B3 (human) inhibition; inhibition, % at 3.39 µM; AID 492972; Q15102; recombinant PAFAH1B3, FP-rhodamine probe, fluorescence polarization; 340,000 tested, 0.28% active;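 active = inhibition above the screen-wide average of all tested compounds plus 3 SD, cut at about 25% in these data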;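 note: 0% = enzyme with DMSO only and 100% = wells lacking PAFAH1B3 protein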
Target sequence (Q15102 whole entry, looked up): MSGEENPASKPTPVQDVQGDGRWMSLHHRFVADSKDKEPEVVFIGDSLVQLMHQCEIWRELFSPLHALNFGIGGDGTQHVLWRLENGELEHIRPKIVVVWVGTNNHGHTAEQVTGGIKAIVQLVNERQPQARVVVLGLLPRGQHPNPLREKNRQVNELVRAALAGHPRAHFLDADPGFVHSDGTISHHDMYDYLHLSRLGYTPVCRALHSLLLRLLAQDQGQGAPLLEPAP
PAFAH2 inh = inhibitors of human PAFAH2; inhibition, % at 3.39 µM; recombinant PAFAH2, FP-rhodamine activity probe, fluorescence polarization; 340,000 tested, 0.99% active; Q99487;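 active = inhibition above the mean over all tested compounds plus 3 SD, cut at about 30% in these data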;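 note: inhibitors block probe labeling of enzyme so polarization drops; 0% = enzyme with DMSO and 100% = wells lacking PAFAH2 protein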
PAFAH1B2 FP inh = inhibitors of human PAFAH1B2; 340,000 tested, 1.2% active; inhibition, % at 3.39 µM; AID 492953; recombinant PAFAH1B2, FP-rhodamine activity probe, fluorescence polarization; P68402;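 active = inhibition above the mean of all tested compounds plus 3 SD, cut at about 24% in these data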;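 note: 0% = enzyme with DMSO and 100% = wells lacking PAFAH1B2; many of its hits are not listed in these tables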
PAD4 inh = PAD4 (human) enzyme inhibition | Q9UM07 | recombinant PAD4, RCA probe fluorescence polarization | inhibition, % at 6.36 µM | 330,000 tested, 0.41% active | AID 485272;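 active = percent inhibition above a cutoff equal to the mean of all tested compounds plus 3 SD, cut at about 15% in these data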;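 note: 0% = PAD4 with RCA probe and DMSO and 100% = probe without PAD4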
Starred values were filed as active, the others as inactive; · = no result given. The list is partial, so the mix of outcomes need not match the whole.

item | mol | GSTO1 counter | LYPLA1 inh | PME-1 inh | pPAFAH inh | Fam108B inh | PAFAH1B3 FP inh | PAFAH2 inh | PAFAH1B2 FP inh | PAD4 inh
1 | O=C(NNC(=O)c1ccccc1Cl)c1cc2cc(OC(F)(F)F)ccc2[nH]1 | -1 | -2 | -8 | 8 | 1 | -5 | -4 | 1 | -9
2 | O=c1c(C(c2ccc(Cl)cc2)c2c(O)nc3n(c2=O)CCS3)c(O)nc2n1CCS2 | 5 | -3 | 2 | 5 | -4 | -2 | 8 | -2 | 4
3 | CC(=O)Nc1ccc(/C=N/NC(=O)c2cc3ccccc3nc2C)cc1 | -1 | -2 | -1 | -5 | 4 | 2 | -7 | 0 | 0
4 | O=C(Nc1c2c(nn1-c1cccc(Cl)c1)CS(=O)(=O)C2)C1CC1 | 2 | -3 | 4 | 3 | 2 | 6 | 3 | 11 | -8
5 | COc1ccccc1CC(=O)NCc1csc(-c2cccs2)n1 | 4 | -1 | 6 | 7 | 1 | · | · | · | 0
6 | CC(=O)C1=C(O)C(=O)N(c2ccc(S(N)(=O)=O)cc2)C1c1cccc([N+](=O)[O-])c1 (centres undefined) | 7 | 0 | 4 | 3 | 1 | 1 | -2 | 3 | 0
7 | Cc1ccc(C(=O)NN2C(=O)C3C4C=CC(C5CC45)C3C2=O)cc1 (centres undefined) | -7 | -1 | 3 | 1 | 1 | 2 | 4 | 9 | 3
8 | COc1ccccc1NC(=O)C[n+]1ccccc1 | 7 | 0 | -4 | 3 | 1 | 4 | 11 | 0 | 1
9 | C/C(CCc1ccc2c(c1)OCO2)=N\NC(=O)c1ccc(C)cc1C | 4 | -2 | 1 | 4 | -1 | 3 | 8 | 0 | -7
10 | NC(=O)CSCc1ccc(Br)cc1 | 3 | 0 | -3 | 1 | 1 | 0 | 3 | 12 | 6
11 | CC(=O)c1c(C)nc2ccc([N+](=O)[O-])cc2c1-c1ccccc1 | 1 | 0 | 2 | -2 | 0 | -2 | 1 | -2 | -7
12 | O=C(c1cccc(OC2CCN(Cc3ccc(F)cc3Cl)CC2)c1)N1CCCC1 | 3 | 4 | 1 | 7 | -2 | -8 | 3 | 4 | -7
13 | CCCCCc1nnc(NC(=O)Cn2cnc3ccccc3c2=O)s1 | 1 | -3 | 5 | 7 | 1 | 2 | -2 | 7 | -2
14 | C=CCOc1c(Br)cc(/C=C2/C(=O)ON=C2C)cc1OC | 4 | -5 | -6 | 1 | 8 | 6 | -4 | 3 | -2
15 | O=C(c1ccc(N2CCCS2(=O)=O)cc1)N1CCN(c2ccc(F)cc2)CC1 | 1 | -1 | -1 | 5 | 3 | 1 | -5 | 1 | -4
16 | CCOC(=O)c1c(N)sc2c1C1CCN2CC1 | -7 | 3 | 8 | 0 | 8 | 2 | 6 | 1 | 4
17 | CN(C)c1nc2ncn(Cc3ccccc3)c2c(=O)[nH]1 | 7 | 1 | 4 | 3 | -4 | -8 | -12 | 4 | -2
18 | COc1ccc(C)cc1Nc1nc(C)nc2c1oc1ccccc12 | 0 | -2 | -5 | 10 | -3 | -1 | -3 | 7 | 1
19 | CCCN=C1N(C)C[C@@H]2[C@@H]3C(=O)N(Cc4ccccc4)C(=O)[C@@H]3[C@](CC)(C(=O)OC)N12 | · | · | · | -3 | · | 6 | -3 | -1 | -5
20 | OC[C@@H]1CCCN1Cc1nc(-c2cccs2)no1 | 2 | 2 | -2 | 1 | 6 | 12 | 2 | 2 | -5
21 | CC(=O)Nc1ccc(OCC[n+]2cccc(C(N)=O)c2)cc1 | -4 | 2 | -6 | -5 | 1 | · | · | · | -4
22 | Cc1ccc(C)c(N2CCN(C(=O)CCc3nc(-c4ccccc4C)no3)CC2)c1 | · | · | · | 10 | · | 3 | -4 | 0 | 0
23 | Cc1ccc(C)c(S(=O)(=O)N2CCN(C(C(=O)Nc3ccc(F)cc3)c3ccccc3)CC2)c1 (centres undefined) | 10 | -11 | -9 | -5 | -3 | -1 | -15 | -9 | -5
24 | COc1cc(/C=C/c2cc(C(=O)O)c3ccccc3n2)ccc1OC(F)F | 0 | -2 | -3 | 8 | 0 | 3 | -9 | 6 | -2
25 | CC(C)(C)c1ccccc1NC(=O)CN1C(=O)NC(Cc2ccccc2)C1=O (centres undefined) | 22 | -1 | -7 | 2 | 3 | 17 | -6 | -1 | 1
26 | CCOC(=O)c1c(C)c(C(=O)NCc2ccccc2OC)c(C)n1C | 5 | 3 | 0 | -1 | -1 | 14 | 5 | -1 | 2
27 | O=C(COc1ccc(S(=O)(=O)N2CCCC2)cc1Cl)NC1CC1 | 2 | 0 | 12 | -7 | 2 | 9 | -3 | 5 | -6
28 | Cc1ccc(NC(=O)Nc2cccc(C)n2)c(C)c1 | 13 | 0 | -1 | 9 | 1 | 2 | 3 | 1 | -3
29 | O=S(=O)(Nc1cc(S(=O)(=O)N2CCOCC2)ccc1NCC1CCCO1)c1ccc(F)cc1 (centres undefined) | · | -2 | -1 | -1 | · | 1 | 6 | 6 | -5
30 | O=C(COC(=O)c1ccc(F)cc1)Nc1ccc2c(c1)OCO2 | · | · | · | 10 | · | 7 | 81* | 3 | -2
31 | Cc1ccc(CNC(=O)c2coc(=O)c3ccccc23)o1 | 3 | -2 | -7 | -1 | -2 | 11 | 5 | 4 | -11
32 | CC(C)OC(=O)CSc1nnc(CNc2ccc(Cl)cc2)n1C | -1 | 2 | 0 | 2 | 0 | 5 | -1 | 4 | -3
33 | CCCN(CCC)CCCNC(=O)CCNS(=O)(=O)c1ccc(Br)cc1 | 4 | 2 | 1 | -1 | 2 | 12 | -3 | 2 | 6
34 | CC(C)(C)OC(=O)N1CCC(NC(=O)c2[nH]cnc2C(=O)Nc2ccc(Cl)cc2)CC1 | · | 5 | -4 | 1 | · | 1 | 2 | -1 | -6
35 | Cc1ccc(C2(C)NC(=O)N(CC(=O)c3ccc4c(c3)OCCO4)C2=O)cc1 (centres undefined) | · | 1 | -5 | -1 | · | -3 | -11 | -1 | 1
36 | O=[N+]([O-])c1c(Nc2ccccc2O)ccc2nonc12 | 15 | -4 | -5 | -2 | -1 | 8 | -3 | -2 | -15
37 | CCOC(=O)C1CCCN(c2c(C(=O)c3ccccc3)cnc3ccc(OC)cc23)C1 (centres undefined) | 0 | 1 | 7 | -1 | -2 | 0 | 7 | 2 | -1
38 | CC(=O)c1cccc(NC(=O)N2CCN(S(C)(=O)=O)CC2)c1 | -2 | 1 | 6 | -2 | 1 | 0 | -12 | 4 | -4
39 | CCOc1cc(/C=N/Nc2cc(C)nc3ccc(C)cc23)ccc1O | 7 | 2 | 8 | 8 | -2 | 10 | 2 | 8 | -1
40 | COc1ccc(CN(CC(=O)NCc2ccccc2)C(=O)c2csnn2)cc1 | 9 | 3 | 0 | 1 | 3 | 2 | 2 | 3 | 1
41 | O=C(O)C[C@H]1c2cc(F)ccc2S(=O)(=O)N1C1CCCCC1 | -4 | 0 | -3 | 7 | -6 | 0 | 12 | 11 | 0
42 | Cc1cccc(NC(=O)Cc2ccc(-c3ccccc3)cc2)n1 | 5 | -1 | 4 | 2 | -1 | 4 | 5 | -1 | 2
43 | COc1cccc(C(=O)Nc2nnc(-c3ccc(Cl)cc3)o2)c1 | -5 | -6 | -41 | 13 | -9 | 11 | 0 | -1 | -9
44 | CCn1c(N2CCN(C(=O)/C=C/c3ccccc3)CC2)nc2ccccc21 | -5 | -2 | -4 | -2 | -3 | 5 | -3 | 3 | -5
45 | CC(Nc1ccnc2cc(Cl)ccc12)c1ccc(S(N)(=O)=O)cc1 (centres undefined) | -1 | 5 | 6 | -3 | 0 | 6 | -8 | 4 | -2
46 | CCOc1ccc(CCNC(=O)c2ccc(CS(=O)Cc3ccccc3Cl)o2)cc1 (centres undefined) | 9 | 3 | 1 | 8 | -2 | 10 | 5 | 2 | 0
47 | Nc1nnc(-c2cn(-c3ccccc3)nc2-c2ccc(Cl)cc2)o1 | -8 | -1 | 2 | -5 | -2 | 2 | 0 | 4 | 0
48 | Cc1ccc(CC(=O)N(C)CC(=O)Nc2ccc(N3CCOCC3)cc2)cc1C | 5 | 2 | -2 | 5 | -3 | 0 | 1 | -4 | -6
49 | CCO[C@H]1OC(C(=O)NCc2ccccc2)=C[C@@H](c2coc3ccccc3c2=O)[C@@H]1CCCO | -4 | -2 | -3 | 0 | 1 | 8 | 2 | 8 | 0
50 | Cc1cccc(OCc2nnc(N)s2)c1C | 1 | -3 | -4 | 1 | 2 | -7 | -7 | 0 | -3
51 | COc1cc(OC)c(NC(C)C(=O)NCc2ccccc2)cc1Cl (centres undefined) | 14 | -2 | 0 | 0 | -2 | 6 | 6 | 4 | -7
52 | COc1ccc(-c2cc(-c3ccc(C)cc3)nc(SCc3nnc(-c4ccccc4)o3)c2C#N)cc1OC | 2 | -3 | -9 | -8 | -10 | -2 | 1 | -6 | -6
53 | COc1ccc(C(=O)N2CCC(C(=O)Nc3ccc(C)cc3)CC2)cc1 | 1 | -6 | -2 | 6 | -3 | 4 | -7 | 0 | -2
54 | CCOC(=O)c1ccc(-n2ncc(C(=O)OCC)c2N)cc1 | 2 | 4 | -4 | 7 | 5 | 0 | -21 | 0 | 2
55 | CCC(CO)Oc1cc(NC(=O)Cc2ccccc2F)c2ncn(C(C)C)c2c1 (centres undefined) | · | · | · | 19 | · | 9 | 40* | 6 | 2
56 | CCOC(=O)/C=c1\s/c(=C\c2ccc(C(F)(F)F)cc2)c(=O)n1CC(=O)NCc1ccco1 | -12 | -3 | -10 | -2 | -19 | -1 | -7 | -4 | -6

Following part
item | mol | GSTO1 counter | LYPLA1 inh | PME-1 inh | pPAFAH inh | Fam108B inh | PAFAH1B3 FP inh | PAFAH2 inh | PAFAH1B2 FP inh | PAD4 inh
57 | O=C(Cc1ccc(Cl)c(Cl)c1)N/N=C/c1cccnc1 | -6 | -7 | -4 | 0 | 6 | 12 | -1 | 1 | 2
58 | CCc1ccc(C(=O)N2CCCN(C)CC2)s1 | 6 | -1 | 2 | -2 | 1 | 5 | 1 | 8 | -3
59 | CN(CC(=O)Nc1cccc(F)c1)C(=O)c1ccc(COc2ccccc2)o1 | -1 | 2 | 3 | 5 | -1 | 7 | 0 | 7 | 1
60 | CCN(CC(=O)Nc1c(F)cccc1F)C(=O)CCOc1ccc(C)cc1 | 4 | 1 | -4 | 6 | 1 | 2 | 8 | 2 | -3
61 | Cc1nc(CC(=O)N/N=C/c2ccc(OCC(=O)O)cc2)cs1 | -4 | -4 | -2 | 0 | 4 | 12 | 8 | 4 | -7
62 | CCN(CC)C(=O)c1cn(C)c2ccc(S(=O)(=O)N(CC)CC)cc2c1=O | 1 | 4 | 4 | 6 | -2 | 6 | 11 | 3 | -1
63 | CC1CCN(c2c([N+](=O)[O-])nn(-c3ccc4c(c3)OCCO4)[n+]2[O-])CC1 | 1 | 0 | -1 | 3 | 3 | 3 | -1 | 17 | 3
64 | O=C(Nc1c2c(nn1-c1cccc(Cl)c1)CS(=O)C2)c1ccc2c(c1)OCO2 (centres undefined) | -2 | -2 | -4 | 0 | -1 | 6 | -3 | 1 | -1
65 | CC1CCCCC1NC(=O)CN1C(=O)COc2ccccc21 (centres undefined) | 1 | 5 | 5 | -2 | 1 | -11 | 6 | -2 | -8
66 | CC1C(=O)N2CCCc3cc(NC(=O)c4ccccc4Br)cc1c32 (centres undefined) | 2 | 6 | 4 | 5 | -1 | 7 | 2 | 4 | -1
